Rat MKP-3 inhibitors: inhibition of rat DUSP6 enzyme activity – biochemical, in vitro, primary screen (AID 425). recombinant MKP-3 phosphatase activity, fluorescence; higher % means a stronger effect. one-dose inhibition, % at 20 µM; IC50 in µM for titrated hits. 110,000 tested, 0.17% active; in the data active means inhibition above about 50%;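 further: plate controls were vehicle for no effect and reference inhibitor for full effect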
Hsp70 displacement: Hsp70 inhibitors, probe displacement, primary screen, biochemical, fluorescence polarization (AID 583); Hsp70 fluorescence polarization probe displacement, mP; higher % means a stronger effect; displacement, % at 20 µM, or IC50 in µM where a hit was titrated; 140,000 tested, 0.06% active; in the data active means displacement above about 50%;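 further: plate controls were vehicle for no effect and reference ligand for full effect; a part of the inactive calls stands beside numbers as strong as those of hits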
The depositor's hits bear a star; . = not tested or not shown; & = joins results of further samples. This is a subset, so the mix of outcomes need not match the whole.

The opening 6 entries, to show the layout:
SMILES	Rat MKP-3 inhibitors	Hsp70 displacement
CNC(=O)C(=O)NCCN1CCN(C(=O)c2cccc([N+](=O)[O-])c2)CC1	3.7%	-4.9%
CCC(=O)N1CCN(c2cc(N3CCC(C)CC3)c(F)cc2[N+](=O)[O-])CC1	3.1%	-4.6%
Cn1c(SCC(=O)N2CCCc3ccccc32)nnc1-c1cccs1	-10.8%	6.5%
Cc1ccc2c(CC(=O)N3CCc4ccccc43)coc2c1	1.2%	2.7%
COC(=O)C1=C(C)N=C2SCCC(=O)N2C1c1cccs1 (stereo not drawn)	-8.8%&3.4%	-0.3%&0.6%
Cc1cccc(N2CCN(C(=O)c3ccncc3)CC2C)c1 (stereo not drawn)	5.6%	-0.6%

The list itself, from the first entry:
SMILES	Rat MKP-3 inhibitors	Hsp70 displacement
CNC(=O)C(=O)NCCN1CCN(C(=O)c2cccc([N+](=O)[O-])c2)CC1	3.7%	-4.9%
CCC(=O)N1CCN(c2cc(N3CCC(C)CC3)c(F)cc2[N+](=O)[O-])CC1	3.1%	-4.6%
Cn1c(SCC(=O)N2CCCc3ccccc32)nnc1-c1cccs1	-10.8%	6.5%
Cc1ccc2c(CC(=O)N3CCc4ccccc43)coc2c1	1.2%	2.7%
COC(=O)C1=C(C)N=C2SCCC(=O)N2C1c1cccs1 (stereo not drawn)	-8.8%&3.4%	-0.3%&0.6%
Cc1cccc(N2CCN(C(=O)c3ccncc3)CC2C)c1 (stereo not drawn)	5.6%	-0.6%
Cc1onc(-c2ccccc2Cl)c1C(=O)Nc1ccccc1	.	-0.8%
Cc1cc(NC(=O)CSc2nc3cc4c(cc3c(=O)n2CCc2ccccc2)OCO4)no1	1.9%	-1.3%
CC1CCN(S(=O)(=O)c2cc(Cl)ccc2Cl)CC1	0.3%	-2.2%
CCCCC(=O)Nc1ccc(C(=O)N2CCN(C)CC2)cc1	-17.5%	0.8%
CC(=O)Oc1cccc(NC(=O)c2cccc(C(=O)Nc3cccc(OC(C)=O)c3)c2)c1	7.4%	7.1%
COc1ccc(C(=O)N2CCN(C(=O)c3ccc(-c4ccccc4)cc3)CC2)cc1OC	3.9%	1.7%
CC(C)(C)c1ccc(/C=C/C(=O)NCc2ccccc2)cc1	5.7%	-1.8%
COc1ccc(CN2CCN(C3CCC(C)CC3)CC2)c(OC)c1OC (stereo not drawn)	-0.5%	-0.2%
O=C1C(=O)N(CCO)C(c2cccc(F)c2)/C1=C(\O)c1ccc(Cl)cc1 (stereo not drawn)	-3.1%	-3.4%
CCc1nc2scc(-c3ccccc3)c2c(=O)n1N	-7.0%	2.1%
CCN(CC)c1ccc(Nc2nc(-c3sc(N)nc3C)cs2)cc1	11.6%	-2.8%
COc1ccc(O)c(-c2cc(-c3cccs3)[nH]n2)c1	-6.9%	8.6%
CCCc1nc2ccccc2n1CC(O)COc1ccc(C)cc1 (stereo not drawn)	-0.1%	0.5%
COc1ccccc1N=Cc1c(O)n(-c2ccc(F)cc2)c(=O)[nH]c1=O	2.4%	-48.2%
O=C(Nc1ccccn1)C(NS(=O)(=O)c1cccc2nsnc12)c1ccccc1 (stereo not drawn)	-0.3%	-1.7%
CCCOc1ccccc1-c1nc(SCCC(=O)O)n[nH]1	3.1%	1.4%
COc1ccc(CNC(=O)COC(=O)c2ccc3c(c2)OCCO3)cc1	0.0%	-1.7%
O=C(O)CCCCCN1C(=O)C(O)=C(C(=O)/C=C/c2ccccc2)C1c1ccc2c(c1)OCO2 (stereo not drawn)	-0.2%	2.5%
COc1ccc(CNc2nc3c(c(=O)n(Cc4ccc(Br)cc4)c(=O)n3C)n2C)cc1	-9.0%	-1.3%
SMILES	Rat MKP-3 inhibitors	Hsp70 displacement
Cc1ccccc1N1C(=O)CC(N2CCC(C(N)=O)CC2)C1=O (stereo not drawn)	-7.2%	1.5%
O=C(CCCO)c1ccc2c(c1)OCCO2	2.8%	0.9%&3.2%
CCN1CCN(c2nc3c(c(=O)[nH]c(=O)n3C)n2CCCSc2ncccn2)CC1	-12.0%	-4.2%
Cc1ccc2nc(NC(=O)c3c(-c4ccccc4)noc3C)sc2c1	1.5%	-1.7%
COc1ccccc1-c1nnc2sc(COc3ccc(F)cc3)nn12	-17.1%	-6.3%
COc1cccc(C2NC(=O)NC(C)=C2C(=O)Nc2cccc(C)c2C)c1 (stereo not drawn)	2.9%	-1.5%
Cc1ccc(C(=O)C2C(c3cccs3)NC(=O)NC2(O)C(F)(F)F)cc1 (stereo not drawn)	-6.0%	-4.7%
COC(=O)c1ccc(/C=C2\SC(=S)N(NC(=O)Cc3ccccc3)C2=O)cc1	3.5%	0.2%
Cc1ccc(S(=O)(=O)Nc2cc(Sc3nc4ccccc4s3)c(O)c3ccccc23)cc1	1.5%	5.5%
COC(=O)c1ccc(Oc2nc(N(C)C)nc(N(C)C)n2)cc1	0.5%	-0.1%
CCOC(=O)COc1ccc2c(c1)c(C(=O)OCC)c(C)n2CC	.	-0.3%
CCNC(=O)C(=O)NCCc1ccc(Cl)cc1	.	-0.6%
CCC(C)C(NC(=S)Nc1ccccc1)C(=O)O (stereo not drawn)	3.1%	4.4%
COc1ccccc1OCC(=O)Nc1ccccc1C(=O)NCc1ccco1	.	6.0%
O=C(N/N=C/c1ccc(-c2ccccc2[N+](=O)[O-])o1)c1ccc2ccccc2c1O	-0.5%	4.1%
COc1ccc(Br)cc1-c1nc2nnc(C)n2[nH]1	0.4%	-1.3%
COc1ccc(C(=O)CSc2nncn2C)cc1	.	0.6%
Cc1ccc(C2C3=C(CCCC3=O)Nc3[nH]c(=S)[nH]c(=O)c32)cc1 (stereo not drawn)	-5.1%	.
COc1cccc(CNS(=O)(=O)c2cn(C)cn2)c1	2.6%	1.1%
COc1cc(S(=O)(=O)N2CCCCC2)ccc1NC(=O)c1ccccc1Cl	.	-4.1%
Cc1cccn2c(=O)c(/C=C3\SC(=S)N(C(C)c4ccccc4)C3=O)c(NCCCn3ccnc3)nc12 (stereo not drawn)	-0.5%	-6.0%
O=C1NC(=S)S/C1=C\c1cccc(OS(=O)(=O)c2cccc([N+](=O)[O-])c2)c1	-1.4%	1.4%
CCCC(=O)Nc1cccc(-c2nc3ccccc3o2)c1	0.2%	0.6%
CC(=O)C1=C(O)C(=O)N(c2cc(C(C)(C)C)on2)C1c1ccc(C(C)C)cc1 (stereo not drawn)	-3.9%	3.4%
Cc1cccc(NC(=O)C2CC(O)CN2C(=O)OCc2ccccc2)c1 (stereo not drawn)	-11.4%	1.1%
SMILES	Rat MKP-3 inhibitors	Hsp70 displacement
CCCSc1nc2c(c(=O)n(C)c(=O)n2C)n1Cc1ccc(C)cc1	-0.8%	-1.4%
CCn1c(SCC(=O)C(C)(C)C)nnc1-c1ccccn1	-0.7%	-3.3%
CCOC(=O)c1nnn(-c2ccccc2)c1C	.	1.2%
COc1ccc(-c2noc(-c3ccccc3C(=O)Nc3cccnc3)n2)cc1OC	-6.7%	-38.4%
COc1ccc(S(=O)(=O)N2CCC(O)(c3ccc(Cl)cc3)CC2)cc1	-7.7%	1.0%
CCCCn1c(-c2ccc(Cl)cc2)nc2c(=O)n(C)c(=O)[nH]c21	-4.9%	2.4%
C/C(=N\O)c1ccc(N2C(=O)C3CC=C(Cl)CC3C2=O)cc1 (stereo not drawn)	-4.7%	-3.8%
Cc1ccc(CS(=O)(=O)CCC(=O)NC2CC2)cc1	.	0.9%
Cc1cccc2c1nc(-c1ccccc1)n1cnnc21	-6.3%	0.6%
OCC1OC(n2nc3ccccc3n2)C(O)C(O)C1O (stereo not drawn)	-9.1%	4.4%
O=C(c1ccc(F)cc1F)N1CCN(c2cc(N3CCCCC3)c(F)cc2[N+](=O)[O-])CC1	4.7%	-0.2%
CCOc1ccc(N2C(=O)CC(N3CCCCC3)C2=O)cc1 (stereo not drawn)	1.7%	1.1%
O=C(Nc1ccc(-c2nc3ccccc3o2)cc1)c1ccc(N2C(=O)C3C4C=CC(C4)C3C2=O)cc1 (stereo not drawn)	.	11.3%
COC(=O)c1ccccc1N(Cc1ccccc1)S(=O)(=O)c1ccc(OC)cc1	3.1%	-1.1%
COc1cc(Br)c(/C=N/NS(=O)(=O)c2ccc(C)cc2)cc1OC	-0.6%	5.9%
CCCC1(C(=O)OCC)NC(c2ccc(OC)cc2OC)C2C(=O)N(c3ccccc3)C(=O)C21 (stereo not drawn)	.	5.3%
NC(=O)c1c(NC(=O)C23CC4CC(CC(C4)C2)C3)sc2c1CCCCCC2	-0.5%	3.5%
O=C1c2ccccc2NC(c2ccccc2)N1O (stereo not drawn)	1.9%	-2.3%
O=c1cnn(-c2ccc(Cl)cc2Cl)c(-c2ccccc2)c1	.	8.3%
Cc1ccc(C#CC(CC(=O)c2ccccc2)CC(=O)c2ccccc2)cc1	5.5%	0.2%
C(=N/Nc1nc2ccccc2[nH]1)/c1ccc(N2CCOCC2)cc1	1.8%	-7.1%
CCOc1cc(-c2cc(-c3ccc(OC)cc3)nc(N)c2C#N)ccc1O	.	1.3%
COc1ccc(C2(C(=O)Nc3ncccc3C)CCCC2)cc1OC	2.0%	0.0%
CNCc1ccc(OCc2ccccc2)c(OC)c1	0.0%	0.3%
N#Cc1nc(COc2ccccc2)oc1N1CCCC1	-2.9%	-2.3%

Four neighbouring entries from above, quoted:
SMILES	Rat MKP-3 inhibitors	Hsp70 displacement
CCOc1cc(-c2cc(-c3ccc(OC)cc3)nc(N)c2C#N)ccc1O	.	1.3%
COc1ccc(C2(C(=O)Nc3ncccc3C)CCCC2)cc1OC	2.0%	0.0%
CNCc1ccc(OCc2ccccc2)c(OC)c1	0.0%	0.3%
N#Cc1nc(COc2ccccc2)oc1N1CCCC1	-2.9%	-2.3%

The results go on.
SMILES	Rat MKP-3 inhibitors	Hsp70 displacement
CCC(=O)NC1(C(F)(F)F)C(=O)Nc2c1c(=O)n(C)c(=O)n2C (stereo not drawn)	-4.9%	-6.8%
COCCn1cc(C(=O)c2ccccc2OCC(=O)Nc2cc(C)on2)cc(C#N)c1=O	4.5%	-1.5%
CC1=C(C(=O)OC(C)C)C(c2ccc(N(C)C)cc2)C2=C(CC(C)(C)CC2=O)N1 (stereo not drawn)	1.3%	-2.5%
CCN(CC)c1ccc(/C=N\N2CCN(c3ccc(Cl)cc3)CC2)cc1	2.9%	2.0%
CCOC(=O)C1=C(O)/C(=C/c2ccc(O)cc2)SC1=Nc1ccccc1	3.9%	-2.3%
Cc1ccc(OCCOc2ccccc2C=O)cc1	6.4%	-0.1%
O=C1C(Cl)=C(Nc2ccccc2)C(=O)N1c1cccc(Cl)c1Cl	-1.0%	3.7%
Cc1ccc(NC(=O)c2c(NC(=O)C(F)(F)F)sc3c2CCC3)c(C)c1	1.9%	-6.8%
COc1ccc(NC(=O)C(C)NS(=O)(=O)c2ccccc2)cc1Cl (stereo not drawn)	-6.9%	-3.4%
Cc1ccc(O)c(C(=O)c2cc(C#N)c(=O)n(CC3CCCO3)c2)c1 (stereo not drawn)	-4.0%	0.2%
CC(=O)CCc1oc2ccc(C)cc2c1Cc1ccccc1	0.4%	1.6%
O=C(COC(=O)c1ccccc1NC(=O)c1ccco1)NC1CCCCC1	.	-67.3%
CN(C)c1nc(SCCOC(=O)c2ccccc2)nc(N(C)C)n1	1.4%	-0.4%
COc1ccc(OCCCCN2CCC(C)CC2)cc1	1.7%	-0.6%
O=C(CCn1c(=O)oc2ccccc21)NCCN1CCOCC1	-15.2%	-0.9%
O=C(c1ccco1)N1CCN(C(=O)c2cc3c(s2)-c2ccccc2OC3)CC1	-1.3%	1.0%
Cc1cccc(N2CCN(C(=O)Cn3c(=O)[nH]c4ccsc4c3=O)CC2C)c1 (stereo not drawn)	.	-49.2%
CCN(CC)CCCNc1nc2ccccc2[nH]1	-0.1%	2.9%
CCCCCNC(=O)CCc1ccccc1	.	-3.6%
CCOC(=O)c1ccc(NC(=O)c2nccnc2C(=O)O)cc1	-3.4%	4.9%
CCCC(=O)Nc1ccc(NC(=O)COc2ccccc2C)cc1	2.4%	-1.9%
NC(=O)Cn1c(=O)n(CCCC(=O)NC2CCN(Cc3ccccc3)CC2)c(=O)c2ccccc21	0.3%	.
CCn1nnnc1SCC(=O)Nc1ccc(OC)cc1	.	-5.0%
CC(Oc1ccccc1)C(=O)NC(c1ccccc1)c1ccccc1 (stereo not drawn)	4.6%	1.9%
CCOC(=O)CSc1nnc(Cc2ccccc2)n1-c1cccc(Cl)c1	.	-0.2%
SMILES	Rat MKP-3 inhibitors	Hsp70 displacement
CCOC(=O)Nc1ccc(Oc2ccccc2)cc1	9.4%	8.6%
Cc1ccccc1C(=O)Nc1cccc(C(=O)Nc2ccccc2Cl)c1	0.2%	3.8%
CCN1C(=O)c2n[nH]c(C(=O)OC)c2C1=O	4.5%	-3.1%
O=C(CSc1nc2ccccc2o1)Nc1ccccc1Br	-1.2%	-9.9%
CC1CCc2c(C(=O)Nc3nccs3)csc2C1 (stereo not drawn)	.	-3.1%
CCCCNc1nc2ccccc2nc1NS(=O)(=O)c1cccs1	-3.4%	2.8%
CCc1nnc(NC(=O)CSc2nnc(-c3ccc(O)cc3)n2-c2ccccc2)s1	-2.0%	-4.1%
O=C1NC(=S)N(c2ccc(Br)cc2)C(=O)/C1=C/C=C/c1ccccc1	3.6%	-8.8%
COc1ccc(OC)c(NC(=O)c2ccc(S(=O)(=O)N3CCN(C)CC3)cc2)c1	-13.4%	-3.7%
O=C(Nc1cccc([N+](=O)[O-])c1)c1ccc(-c2ccc(Cl)cc2)o1	4.4%	.
COC(=O)c1cc(NC(=O)Cc2ccc(OC)c(OC)c2)cc(C(=O)OC)c1	.	-0.9%
CCOC(=O)c1c(CN2CCCCC2C)oc2ccc(OC)cc12 (stereo not drawn)	-7.0%	2.2%
O=C(CNC(=O)c1ccc(Br)cc1)c1ccc(Cl)cc1	-1.0%	1.2%
